High-throughput results: PubChem, several laboratories
Ba/F3 V617F tox: reduced viability of JAK2V617F-dependent Ba/F3 cells, primary screen, JAK2V617F inhibitor project, cell-based, Ba/F3 EpoR-JAK2V617F, luminescence. ATP luminescence. inhibition, % at 5.6 µM. 1.1% of 220,000 active;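 active means inhibition above the campaign mean plus 3 SD over all tested compounds, cut at about 24% in these data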;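 further: cytokine-independent growth of Ba/F3 cells driven by EpoR plus mutant JAK2; 0% = DMSO-treated cells and 100% = JAK inhibitor I control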
BaF3 parental: parental Ba/F3 cell viability inhibition, counter-screen for JAK2V617F inhibitor project, murine pro-B, CellTiter-Glo luminescence. CellTiter-Glo ATP luminescence. inhibition, % at 5.6 µM. 1.1% of 220,000 active. AID 1486, 2009;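 active means inhibition above a per-campaign cutoff, the mean inhibition of all tested compounds plus 3 SD, cut at about 27% in these data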;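 further: 0% = DMSO wells and 100% = JAK Inhibitor I control wells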
CHOP inhibitor: inhibitors of CHOP promoter induction, primary screen, cell-based, unfolded protein response, luciferase reporter; AID 2732, 2010; CHO-K1 CHOP-promoter luciferase, tunicamycin-induced, 15-18 h; inhibition, % at 10 µM; 3.8% of 220,000 active;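 active means compounds that reduced the stress-induced luciferase reporter signal by more than about 70% of percent inhibition, limit read from the data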;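 further: 0% = tunicamycin plus vehicle and 100% = wells without tunicamycin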
RBBP9 inh: human RBBP9 inhibitors, primary screen, biochemical, fluorescence polarization, FP-Rh probe, HTS; 0.2% of 220,000 active; recombinant RBBP9; inhibition, % at 7.94 µM; Serine hydrolase RBBP9 (Homo sapiens), O75884;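 active means inhibition above the campaign mean of all tested compounds plus 3 SD, cut at about 14% in these data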;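 further: plate controls were DMSO wells with RBBP9 for no effect and wells lacking RBBP9 protein for full effect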
Target sequence (O75884 whole entry, looked up): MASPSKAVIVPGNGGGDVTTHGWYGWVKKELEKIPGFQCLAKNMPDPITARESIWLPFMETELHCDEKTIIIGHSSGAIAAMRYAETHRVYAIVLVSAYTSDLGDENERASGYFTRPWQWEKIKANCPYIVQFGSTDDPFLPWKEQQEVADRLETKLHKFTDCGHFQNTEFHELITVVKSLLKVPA
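Material: RBBP9 protein. Amount: RBBP9 at 2.5 µM in dispensed solution, before mixing. Schedule: 30 min then 45 min, 25 °C. Medium: Tris buffer pH 8.0, NaCl, Pluronic. Measured by: fluorescence polarization. Measure: percent inhibition from mP, scaled between DMSO and no-protein wells. Replication: one well per compound.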
TNF death inh: inhibitors of TNF-alpha triggered necroptosis, primary screen, cell-based, Jurkat FADD-/-, single concentration; activation (protection from cell death), % at 10 µM; 0.068% of 220,000 active; Jurkat FADD-/- TNF necroptosis rescue, ATP luminescence, 24 h; 0 = TNF only, 100 = no-TNF cells; AID 463075, 2010;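 active means activation, meaning protection from cell death, of at least 50% relative to plate controls; inactive means activation below 50%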;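 further: necroptosis triggered by 40 ng/mL TNF-alpha added together with compound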
TRPML3 agonist: human TRPML3 channel agonists, primary screen, cell-based, HEK293 TRPML3-YFP, Fluo-8 calcium fluorescence, 3 µM; activation, % at 3 µM; 100% = the carbachol control signal; Mucolipin-3 (Homo sapiens), Q8TDD5; 0.29% of 220,000 active;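 active means activation above its plate's cutoff, the mean activation of the plate's test wells plus 3 SD, cut at about 12% in these data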;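 further: 0% = DMSO only wells and 100% = carbachol wells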
Target sequence (Q8TDD5 whole entry, looked up): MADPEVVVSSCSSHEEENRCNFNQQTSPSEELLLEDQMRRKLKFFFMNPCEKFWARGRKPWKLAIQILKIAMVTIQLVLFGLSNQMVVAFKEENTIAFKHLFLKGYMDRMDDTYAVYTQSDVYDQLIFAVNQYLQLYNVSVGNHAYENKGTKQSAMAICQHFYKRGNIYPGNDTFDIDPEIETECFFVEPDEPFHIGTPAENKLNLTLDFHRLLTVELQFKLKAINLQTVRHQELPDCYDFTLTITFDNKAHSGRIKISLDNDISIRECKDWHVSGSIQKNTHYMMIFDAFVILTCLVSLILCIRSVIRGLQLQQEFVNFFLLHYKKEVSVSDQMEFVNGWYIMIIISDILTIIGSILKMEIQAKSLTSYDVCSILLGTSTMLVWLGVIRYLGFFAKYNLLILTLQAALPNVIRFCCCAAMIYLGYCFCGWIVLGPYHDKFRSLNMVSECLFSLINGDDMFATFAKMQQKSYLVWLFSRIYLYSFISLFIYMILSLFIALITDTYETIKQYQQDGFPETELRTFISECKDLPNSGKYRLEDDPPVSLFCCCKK
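Test system: TRPML3-YFP stable HEK293 cells. Doses: single point at 3 µM. Incubation: dye loading 1 h 37 °C then 30 min ambient, 125 s read. Signal: Fluo-8 calcium dye fluorescence, ex 470-495, em 515-575 nm. Measure: percent activation from peak-to-basal fluorescence ratio, scaled between DMSO and carbachol.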
PPC-1+TRAIL kill: compounds killing PPC-1 cancer cells with TRAIL present, primary screen, TRAIL potentiator project, ATPLite luminescence, uHTS; PPC-1 cells + TRAIL, ATPLite viability luminescence; cell killing (% activity), % at 4 µM; 0.41% of 220,000 active; AID 1443, 2008;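 active means cell killing above 50% in the first pass at 4 µM, then a duplicate retest at 5 µM averaging 50% or more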;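 further: plate controls were cells with TRAIL plus DMSO for no effect and medium-only wells lacking cells for full effect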
Wee1 stabilizer: Wee1 degradation inhibitors, primary screen, cell-based, HeLa, Wee1K328M-luciferase, luminescence; Wee1-like protein kinase (Homo sapiens), P30291; HeLa Luc-Wee1K328M stability; 100% = proteasome inhibitor MG132 effect; reporter increase, % at 5 µM; 1.2% of 220,000 active;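 active means activation above the mean of all tested compounds plus 3 SD, set per screening run, cut at about 8.8% in these data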;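 further: cells exposed to compound for 20 h before luminescence read; 0% = DMSO alone and 100% = MG132 at 30 µM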
TRPN1 ag: zebrafish TRPN1 channel agonists, primary screen, cell-based, HEK293, calcium fluorescence; transient receptor potential cation channel N1 (TRPN1/NompC), Danio rerio; activation, % at 3 µM; 0.18% of 220,000 active; HEK293 zebrafish TRPN1-YFP, Fluo-8 calcium fluorescence; 100% = response to 87 µM carbachol; AID 1424, 2008;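 active means activation above its plate's cutoff, the mean activation of test wells on that plate plus 3 SD, cut at about 19% in these data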;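 further: 0% = DMSO alone and 100% = 87 µM carbachol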
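Control set: carbachol 87 µM as high control, DMSO as low control; system: HEK293 stable line with zebrafish TRPN1-YFP; read-out: % activation versus carbachol response; detection: intracellular calcium fluorescence with Fluo-8; doses: single test compound dose, 3 µM nominal, 0.3% DMSO; schedule: dye 1 h 37 °C plus 30 min RT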
* hit, by the source's call; . = no result given.

SMILES | Ba/F3 V617F tox | BaF3 parental | CHOP inhibitor | RBBP9 inh | TNF death inh | TRPML3 agonist | PPC-1+TRAIL kill | Wee1 stabilizer | TRPN1 ag
CCC(CC)NC(=O)COC(=O)c1cc(Br)ccc1Cl | 2 | 8 | 2 | -3 | 0.0 | -1.5 | -4 | 2 | -2.0
COC(=O)CC1C(=O)NCCN1C(=S)Nc1ccccc1 (configuration not stated) | -5 | 5 | -4 | -4 | 1.5 | 0.7 | 27 | -3 | 0.5
CCOc1ccc(CN(C)CC(=O)Nc2ccc([N+](=O)[O-])cc2Cl)cc1 | -2 | 6 | 30 | 0 | 2.7 | 0.2 | 17 | -1 | 0.7
Cc1cccc(OCCN2C(=O)C(=O)c3cccc(C)c32)c1 | -1 | 5 | 21 | -5 | 2.2 | 0.0 | -3 | -1 | 0.5
Cc1nnc(N/N=C/c2ccc(-c3ccccc3F)o2)n1N | 5 | 8 | -20 | 1 | -1.4 | 1.4 | 2 | 0 | -0.6
O=C(NC(=S)NCc1cccnc1)c1ccc([N+](=O)[O-])cc1 | -2 | 2 | 5 | -4 | 0.1 | -0.6 | -15 | -1 | 0.9
COc1ccc(C)cc1NC(=O)CN1CCN(c2ccc(F)cc2)CC1 | -1 | 1 | 32 | -5 | 0.8 | -1.0 | 8 | 0 | -1.5
CCN(CC)CCCn1c(C)cc2c(c1=O)C(c1cccc(Cl)c1)C(C#N)=C(N)O2 (configuration not stated) | 1 | 7 | -6 | -9 | -0.3 | 1.1 | . | -2 | 2.9
CC(=O)N1CCN(C(=S)Nc2ccc(Oc3ccccc3)cc2)CC1 | -3 | 6 | 6 | 2 | -0.7 | 0.8 | -13 | 1 | 11
COc1cc(/C=C/C(=O)OCC(=O)Nc2cc(S(=O)(=O)N(C)C)ccc2Cl)ccc1O | -4 | 4 | -10 | -5 | 3.9 | 0.9 | 6 | 1 | 3.8
COc1ccc(C(=O)NNC2=NC(C)(C)Cc3cc(C)c(C)cc32)cc1 | 3 | 11 | 46 | -3 | -3.7 | 0.3 | 6 | 0 | -0.3
CCOC(=O)c1[nH]c2ccccc2c1NC(=O)CC | -3 | 0 | -15 | 7 | 0.5 | -0.3 | 11 | -1 | 0.5
C/C(=C\c1ccco1)C1Nc2cccc3cccc(c23)N1 | 2 | 7 | 40 | 1 | -13 | 0.9 | 16 | -4 | 1.2
O=c1oc2cc(O)ccc2c2oc3cc(O)ccc3c12 | -2 | 2 | -8 | -3 | -0.6 | 0.1 | 15 | 1 | -0.6
Cc1c(C)n(CCc2c[nH]c3ccccc23)ccc1=O | 0 | -1 | 2 | -2 | 0.1 | 0.6 | -12 | -1 | 1.1
CCOC(=O)c1[nH]c(COC(=O)c2ccccc2NC(=O)c2ccco2)c(C(=O)OCC)c1C | -2 | 4 | 81* | 1 | -1.6 | -0.2 | -39 | -3 | -1.1
CCOC(=O)C(C)Oc1ccc(=O)n(-c2ccccc2)n1 (configuration not stated) | 2 | 1 | 31 | 0 | -2.7 | 0.2 | 16 | -3 | 1.9
O=C(Nc1ccc(N2CCOCC2)cc1)c1cc(F)c(F)cc1Cl | 1 | 2 | -14 | -5 | 3.1 | -0.5 | 8 | -2 | -0.7
CSCCC(C(=O)N1CC2(C)CC1CC(C)(C)C2)N1C(=O)c2ccccc2C1=O (configuration not stated) | 1 | 2 | 5 | -4 | 0.0 | 0.7 | -1 | -2 | -1.8
O=c1oc2ccccc2c(Nc2ccc(Cl)cc2)c1[N+](=O)[O-] | -3 | 2 | 23 | -5 | -0.6 | 4.0 | 16 | 1 | 6.4

Reprinted from the part before: three entries, followed by the next part.
SMILES | Ba/F3 V617F tox | BaF3 parental | CHOP inhibitor | RBBP9 inh | TNF death inh | TRPML3 agonist | PPC-1+TRAIL kill | Wee1 stabilizer | TRPN1 ag
O=C(Nc1ccc(N2CCOCC2)cc1)c1cc(F)c(F)cc1Cl | 1 | 2 | -14 | -5 | 3.1 | -0.5 | 8 | -2 | -0.7
CSCCC(C(=O)N1CC2(C)CC1CC(C)(C)C2)N1C(=O)c2ccccc2C1=O (configuration not stated) | 1 | 2 | 5 | -4 | 0.0 | 0.7 | -1 | -2 | -1.8
O=c1oc2ccccc2c(Nc2ccc(Cl)cc2)c1[N+](=O)[O-] | -3 | 2 | 23 | -5 | -0.6 | 4.0 | 16 | 1 | 6.4
Cc1cccc(OCCCCNCc2ccccc2)c1 | 0 | 0 | 9 | -6 | 2.0 | 0.3 | -9 | -2 | -0.9
CCOC(=O)NC(=S)c1ccc[nH]1 | -3 | 1 | 16 | -4 | 1.5 | 0.9 | 17 | 1 | 1.4
COc1ccccc1C(=O)C1CCCN(C(=O)c2ccccn2)C1 (configuration not stated) | 0 | 2 | 19 | 6 | 0.4 | 0.6 | 18 | 3 | 0.6
CCCCC(=O)NNC(=S)NC(=O)c1ccc(C)cc1 | -2 | 3 | 3 | -5 | 1.8 | 0.1 | 1 | 1 | 8.6
Cc1nc(C(C)N(C)Cc2c(C(=O)N3CCCCC3)nc3c(C)cccn23)c(C)s1 (configuration not stated) | 3 | 8 | -3 | -5 | -1.0 | 0.0 | -1 | 0 | -0.3
O=C(Nc1cccc(Cl)c1)Nc1ccc2c(c1)C(=O)OC2 | -1 | 6 | -10 | -1 | 2.4 | 0.8 | 8 | 4 | 2.5
Nc1nccc(/C=C/c2c(F)cccc2Cl)n1 | 2 | 5 | 50 | -9 | -14 | 0.0 | 17 | 0 | -1.6
COc1cc(NC(=O)CN2CC(c3ccccc3)CC2=O)cc(OC)c1 (configuration not stated) | -2 | 4 | -10 | -6 | 1.5 | 0.7 | 19 | 0 | 0.9
Cc1onc(-c2ccccc2Cl)c1C(=O)Nc1ccccc1C(N)=O | -6 | 0 | 8 | 2 | -2.6 | 0.2 | 7 | 0 | 1.5
CCOc1cc(NC(=O)CCl)c(OCC)cc1NC(=O)CCl | 0 | -5 | 98* | -3 | -7.6 | -0.1 | 16 | -3 | 0.8
CN(C)S(=O)(=O)c1cccc(NC(=O)CSc2ncnc3ccccc23)c1 | 0 | -1 | 48 | -8 | -7.1 | 4.1 | 0 | -2 | 13
CCCCCCCC#Cc1ccccc1/C=N/S(=O)c1ccc(C)cc1 (configuration not stated) | 8 | 38* | 10 | -11 | -2.5 | 0.9 | 5 | 0 | 0.0
Cc1nc2nc(-c3cccs3)cn2nc1C | -1 | 0 | 11 | 3 | -1.9 | -0.2 | -12 | -2 | 0.7
Fc1cc(Cl)c(OCc2noc(-c3ccsc3)n2)c(Cl)c1 | 1 | 1 | -10 | -5 | 0.4 | 0.5 | 17 | 2 | 0.4
O=C(NCCCn1ccnc1)c1ccc2c(c1)OCCO2 | -2 | -1 | -10 | -14 | -3.1 | 0.5 | 6 | -2 | 0.9
O=C(Nc1ccc2nc(-c3ccccc3)[nH]c2c1)c1cccs1 | -5 | 1 | . | -2 | -3.8 | 0.7 | 1 | 1 | 4.8
Cc1ccc(Nc2nc3nonc3[nH]c2=O)cc1C | -3 | 1 | 4 | 2 | 1.5 | 1.2 | 36 | -2 | 4.4
c1coc(-c2ncc[nH]2)c1 | -3 | 1 | 8 | -2 | 0.5 | 0.9 | 16 | -2 | 1.0
CCOC(=O)C1=C(c2ccccc2)NC(=O)NC1c1cc(Cl)c(O)c(OC)c1 (configuration not stated) | 2 | 2 | 9 | -5 | -2.0 | 0.3 | -12 | -1 | 0.1
Cc1ccc(C2=NN3C(C(=O)c4ccccc4)Oc4ccccc4C3C2)cc1 (configuration not stated) | 3 | 7 | -15 | -11 | -1.5 | -0.6 | 17 | -1 | -0.1
Cc1ccc(CNC(=O)Nc2ccc3c(c2)N(C)C(=O)CS3)cc1 | 3 | 3 | 8 | -3 | 0.2 | 0.5 | 4 | -3 | 0.3
Cc1c(NC(=O)c2c(N)n(-c3ccccc3)c3nc4ccccc4nc23)c(=O)n(-c2ccccc2)n1C | -1 | 2 | 51 | -6 | -3.9 | -0.1 | 8 | -2 | -2.0
[O-][n+]1onc2c1CCc1[nH]c(-c3ccccc3)nc1-2 | -3 | 9 | 0 | -9 | -3.6 | -0.1 | 5 | 3 | 0.3
CCNCc1cc2cc(C)ccc2[nH]c1=O | -1 | 5 | -7 | 4 | -1.4 | 0.5 | 28 | -2 | 1.1
C=CCn1c(SCC(=O)Nc2ccccc2CC)nnc1-c1ccncc1 | -1 | 0 | -2 | -10 | 1.7 | 0.5 | 6 | 13* | -1.5
CC(C)(C)C(=O)COC(=O)CNC(=O)c1ccc(Oc2ccccc2)cc1 | -2 | 5 | 9 | -10 | 0.2 | 0.5 | -16 | 0 | 3.6
O=C(CCn1cnc2ccccc2c1=O)Nc1ccc2c(c1)OCCO2 | 1 | 6 | 0 | -10 | 0.1 | -0.3 | 4 | 4 | -0.2
CCOc1ccc(C(=O)Nc2cccc([N+](=O)[O-])c2)cc1Br | -2 | 2 | 21 | -5 | 2.1 | 0.7 | 11 | 1 | 1.1
COc1ccc(C(C(C(=O)c2cccs2)N2CCOCC2)N2CCOCC2)cc1OC (configuration not stated) | -4 | 2 | 0 | -4 | 0.7 | 0.9 | -1 | -4 | 0.4
COc1cc(SC)ccc1C(=O)OCC(=O)NC1CC1 | 1 | 9 | -1 | -10 | 0.5 | 0.6 | 31 | -1 | 0.8
CCOC(=O)N1CCC(N2C(=O)c3ccccc3C2Nc2ccc(C)cc2)CC1 (configuration not stated) | -1 | 6 | -17 | -10 | -2.7 | -0.1 | 0 | 3 | 0.9
Cc1[nH]c2ccccc2c1NC(=O)CN1CCN(Cc2ccc3c(c2)OCO3)CC1 | -1 | 2 | 27 | 4 | -4.3 | 1.2 | -8 | 1 | 1.6
CCOC(=O)c1cc(C)n(CCCN2CCOCC2)c1C | 2 | 2 | -9 | -7 | -0.2 | 0.7 | 23 | -2 | 1.1
Cc1cccc(N2CCN(C(=O)c3ccccc3NC(=O)C3CC=CCC3C(=O)O)CC2)c1 (configuration not stated) | -6 | 1 | -3 | 2 | -0.7 | 0.8 | 7 | 0 | -0.6
